Compound activity from PubChem BioAssay.
Nrf2 activator: activators of Nrf2 (ARE) signaling | Potency, µM (top dose mostly 46.1 µM), for the others: at the top dose activation, hits mostly activators | AREc32 ARE-luciferase reporter (MCF7-derived line), luminescence, 24 h | AID 624171 | hit rate 0.31% among 410,000; also: potency is read from the fitted curve at half-maximal effect; % of control where 0% means no effect; nearly all actives have a fitted effect of over 65% in size
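Reporter line AREc32 (ARE-Fluc), seeded overnight in OPTI-MEM with 5% FBS; compound pin-transferred, 24 hr at 37 deg C, 5% CO2; luminescent read-out.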
Nrf2 block: blocks Nrf2 signaling; Potency, µM (top dose mostly 46 µM), for the others: at the top dose activity change, negative = inhibition, most hits filed as inhibitors; AID 504444; hit rate 2.1% among 360,000; A549 ARE-Fluc reporter, luciferase luminescence, 18-24 h; also: potency is read from the fitted curve at half-maximal effect; % is scaled to controls: 0 for no effect and ±100 for the full control effect; nearly all actives have a fitted effect of over 60% in size
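In this cell-based qHTS, ARE-driven firefly luciferase in A549 cells reports Nrf2 activity; the luminescent signal after BugLite lysis is the measured value, with a prior CellTiter-Fluor read for cell health.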
IL-2 act: activators of IL-2 | IL-2 activation reporter assay, cell-based qHTS; stimulated with anti-CD3/CD4/CD28 beads; in transgenic mouse T cells | activation, % (series mostly up to about 46 µM) | hit rate 0.065% among 360,000; in the data active = activation above about 50%; inconclusive = mostly about 30% to 49%; also: 0% is about no effect
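Screening format: compound pinned onto unstimulated transgenic mouse T cells, 60 min incubation, then anti-CD3/anti-CD4/anti-CD28 bead stimulation for 18 hours at 37 degrees C, followed by EGFP and DsRed detection.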
TGFb SMAD3 inh: inhibitors of TGF-b signaling | HepG2 CAGA-GFP TGF-b/SMAD3 reporter, GFP fluorescence, 18 h; TGF-beta stimulated, 500 pg/mL final | Potency, µM (doses to about 46.1 µM), for the others: at the top dose activity, negative = inhibition, actives largely listed as inhibitors | hit rate 1.2% among 410,000 | AID 588855; also: potency is read from the fitted curve at half-maximal effect; % is scaled to controls: 0 for no effect and ±100 for the full control effect; nearly all actives have a fitted effect of over 65% in size
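Inhibition of TGF-beta-driven CAGA-GFP reporter expression in HEPG2 cells is measured by cellular GFP fluorescence after 18 h stimulation with 500 pg/mL recombinant TGF-beta in 1% FBS medium at 37 degrees C.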
A549 tox: counter-screen for Nrf2 inhibitors: cytotoxicity in A549 cells; A549 ARE-Fluc cells, CellTiter-Fluor viability, 18-24 h; Potency, µM (doses to about 46 µM), without a hit: at the top dose activity change, negative = cytotoxicity, actives largely listed as inhibitors; hit rate 0.16% among 390,000; also: potency is read from the fitted curve at half-maximal effect; % is scaled to controls: 0 for no effect and ±100 for the full control effect
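A549 ARE_Fluc cells in 5% FBS OPTI-MEM were exposed to compounds in concentration-response for 18-24 h at 37 deg C. Viability was read by CellTiter-Fluor fluorescence (Ex 405/Em 525) after 30 min, before the luciferase read.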
HepG2 tox: counter-screen for TGF-b inhibitors: cytotoxicity in HepG2 cells. hit rate 0.76% among 410,000. HepG2 CAGA-GFP viability, ATP luminescence, 18 h. Potency, µM (series often up to 46.1 µM), without a hit: at the highest dose activity change, negative = cytotoxicity, usual class: cytotoxic; also: potency is read from the fitted curve at half-maximal effect; some results filed as inactive show a strong effect at the top dose
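CellTiter-Glo luminescence gave cytotoxicity after 18 hours at 37 degrees C. The cells were HepG2 CAGA-GFP in 1% FBS DMEM, stimulated with 500 pg/mL TGF-beta after compound addition. %Activity was normalised to no-cell wells (complete cell-killing) and DMSO (no toxicity), and curves were fitted and classified.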
ATXN2 expr inh: inhibitors of ATXN2 expression; HEK-293 ATXN2-luciferase reporter, luminescence, 24 h; Potency, µM (titrated, usually from 57 µM), without a hit: at the highest dose activity change, negative = inhibition, most hits filed as inhibitors; AID 1745845; hit rate 0.72% among 360,000; also: potency is read from the fitted curve at half-maximal effect; % is scaled to controls: 0 for no effect and ±100 for the full control effect; nearly all actives have a fitted effect of over 55% in size
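qHTS (up to 57 uM final) was run with 24 h compound exposure of reporter cells at 37 °C. Each well was multiplexed: SteadyGlo luminescence measured ATXN2-luciferase expression after a fluorogenic Gly-Phe-AFC viability readout (25 uM final).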
EPAC2 ag: agonists of human EPAC2 (RAPGEF4); Q8WZA2; hit rate 0.079% among 360,000; EPAC2 activation, biochemical qHTS; response scale: 100% = 6.5 mM cAMP response; Potency, µM (titrated, usually from 154 µM), without a hit: top-dose activation, usual class: activators; AID 720711; also: potency is read from the fitted curve at half-maximal effect; nearly all actives have a fitted effect of over 50% in size
Target sequence (Q8WZA2 whole entry, looked up): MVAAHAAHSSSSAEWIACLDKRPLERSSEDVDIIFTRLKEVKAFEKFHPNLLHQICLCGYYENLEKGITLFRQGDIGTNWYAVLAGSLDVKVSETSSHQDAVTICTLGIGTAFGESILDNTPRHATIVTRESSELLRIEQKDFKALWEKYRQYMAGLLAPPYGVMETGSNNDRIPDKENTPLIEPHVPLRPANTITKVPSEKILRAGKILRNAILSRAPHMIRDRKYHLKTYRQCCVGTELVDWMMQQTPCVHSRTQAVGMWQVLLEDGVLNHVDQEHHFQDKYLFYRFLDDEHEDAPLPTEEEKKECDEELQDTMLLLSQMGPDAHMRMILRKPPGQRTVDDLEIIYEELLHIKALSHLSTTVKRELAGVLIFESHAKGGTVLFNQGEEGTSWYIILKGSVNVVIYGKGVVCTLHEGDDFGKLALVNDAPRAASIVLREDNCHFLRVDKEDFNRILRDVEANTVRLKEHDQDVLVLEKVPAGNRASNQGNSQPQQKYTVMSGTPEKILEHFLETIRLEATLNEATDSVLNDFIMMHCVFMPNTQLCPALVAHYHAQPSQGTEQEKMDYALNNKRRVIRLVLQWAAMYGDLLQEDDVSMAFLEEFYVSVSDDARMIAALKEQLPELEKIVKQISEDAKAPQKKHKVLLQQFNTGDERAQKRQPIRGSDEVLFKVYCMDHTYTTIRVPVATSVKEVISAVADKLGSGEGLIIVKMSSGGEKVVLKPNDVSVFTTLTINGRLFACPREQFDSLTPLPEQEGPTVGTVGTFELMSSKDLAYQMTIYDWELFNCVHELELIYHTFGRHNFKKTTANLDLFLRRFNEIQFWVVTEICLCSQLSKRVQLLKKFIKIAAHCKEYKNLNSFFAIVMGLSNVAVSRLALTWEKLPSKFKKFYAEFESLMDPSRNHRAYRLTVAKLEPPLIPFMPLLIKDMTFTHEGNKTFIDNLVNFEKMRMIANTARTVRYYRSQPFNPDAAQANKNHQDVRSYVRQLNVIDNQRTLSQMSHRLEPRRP
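Readout is BODIPY fluorescence (480 nm excitation, 540 nm emission), which falls as labeled GDP is exchanged off Rap1B. EPAC2 at 100 nM acted on 250 nM RAP1B-BODIPY-GDP with 50 uM GDP present.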
ATXN viability: reduces viability in counter-screen for ATXN expression inhibitors. Potency, µM (titrated, usually from 56.7 µM), actives largely listed as cytotoxic. hit rate 0.49% among 400,000. S2 cells (HEK-293 line with an ATXN2-luciferase reporter) viability, CellTiter-Fluor protease fluorescence, 24 h; also: potency is read from the fitted curve at half-maximal effect; nearly all actives have a fitted effect of over 40% in size
* = called active by the depositor; i = inactive; ? = inconclusive; . = not tested or not shown; [ ] = another dose, or the depositor's remark. Unless noted, calls follow the shape of the dose curve; as a rule, active = well fitted curve in the direction sought with a large enough effect; inconclusive = small, poorly fitted or top-dose-only effect, or another doubt; inactive = no such curve, though single readings can be large; an effect the other way counts as inactive or inconclusive. Only part of the results is shown. The share of hits here may be higher or lower than overall.

SMILES | Nrf2 activator | Nrf2 block | IL-2 act | TGFb SMAD3 inh | A549 tox | HepG2 tox | ATXN2 expr inh | EPAC2 ag | ATXN viability
CC(=O)O[C@H]1C(=O)[C@@]2(C)C([C@H](OC(=O)c3ccccc3)[C@]3(O)C[C@H](O)C(C)=C1C3(C)C)[C@]1(OC(C)=O)CO[C@@H]1C[C@H]2O (stereo not given in full) | -0.9% | 6.0% | 0.2 | 0.8% | 1.5% | 1.6% | -0.5% | 6.5% | ?
CC(=O)c1cccc(OCC(=O)N2CCN(CC(=O)Nc3cccc(F)c3)CC2)c1 | -0.7% | -8.8% | 6.1 | 25.7% | 3.6% | 9.4% | . | 1.2% | i
CN(C)C=C1C(=O)N(C2CCCCC2)C(=O)N(C2CCCCC2)C1=O | 3.1% | . | 0.7 | 32.4%[activator] | ? | 0.8% | 3.5% | -5.6% | i
COC(=O)C1=C(c2ccc(OC)c(OC)c2)C[C@@H]2CC[C@H]1N2C(=O)NCc1cc(C)oc1C(F)(F)F | 0.2% | -0.1% | 0.1 | 6.8% | -4.5% | -18.0% | -0.2% | -7.7% | i
COc1ccc(-n2nnnc2C(CCc2ccccc2)N2CCC(n3c(=O)[nH]c4ccccc43)CC2)cc1 (stereo not given) | -2.4% | . | 0.3 | 11.2µM* | . | -20.3% | ? | 9.6% | 10µM*
O=S(=O)(O)c1cc(O)ccc1O | 0.6% | 8.0% | -0.3 | -2.1% | -3.6% | 3.6% | -3.9% | -2.9% | i
CCn1cc(C(=O)NCCc2ccc(OC)c(OC)c2)c(=O)c2cc(S(=O)(=O)N(C)C3CCCCC3)ccc21 | 0.2% | ? | . | ? | -19.2% | -5.2% | ? | . | .
CC(C(=O)N1CCC2(CC1)OCCO2)C1Sc2ccccc2NC1=O (stereo not given) | -0.4% | 1.2% | 0.4 | -2.6% | -0.4% | 18.9% | 3.8% | -1.0% | ?
Cc1cccc(NC(=O)N2CC3CC(C2)c2cccc(=O)n2C3)c1 (stereo not given) | -0.4% | 9.7% | -1.3 | 3.7% | -4.5% | 4.4% | 8.6% | 8.2% | i
Oc1c(Br)cc(-c2ccccc2)cc1Br | 2.0% | 5.0% | 0.0 | 3.9% | 0.3% | 3.4% | -11.2% | 6.3% | i
C1CCC2S[C@H]3CCCCC3NC2C1 (stereo not given in full) | -0.5% | 3.2% | 11.1 | 21.8% | -1.9% | 1.5% | -8.4% | 5.4% | ?
O=C(Nc1ccc2c(c1)OCCO2)c1cccn(Cc2cccc(F)c2)c1=O | 5.5% | . | . | ? | -3.4% | -27.5% | -1.1% | . | i
CC(C)(C)C(=O)N1Cc2cc(-c3cccc(F)c3)ccc2-n2nncc2C1 | 0.7% | . | 0.0 | -11.8% | . | -14.1% | -10.5% | 2.6% | i
OCCCCO | -0.4% | -2.0% | -0.7 | 33.6% | 2.0% | 5.0% | 3.6% | 13.3% | i
Cc1cccc(CN2CCCN(Cc3ccc(Cl)cc3)S2(=O)=O)c1 | -0.3% | -9.9% | -0.8 | ? | 2.2% | -13.4% | . | 10.3% | i
Cc1cc(=O)oc2cc(OCC(=O)N3CCC(C(=O)O)(c4ccccc4)CC3)ccc12 | -0.8% | 15.1% | -0.2 | 12.0% | 2.5% | -3.5% | 4.5% | -9.1% | i
CN1c2ccc([N+](=O)[O-])cc2CC2(C(=O)NC(=O)N(c3ccccc3)C2=O)C1c1ccccc1 (stereo not given) | 0.5% | -1.5% | -0.2 | -13.6% | -14.7% | -1.5% | -4.7% | 8.9% | i
O=c1c2cc(Br)ccc2[nH]c(=S)n1-c1ccccc1 | 3.5% | -16.1% | -0.6 | -5.8% | -3.6% | 7.7% | -5.7% | -4.9% | i
COc1ccc(NC(=O)C2CCCN(S(=O)(=O)c3ccc4c(c3)oc(=O)n4C)C2)cc1OC (stereo not given) | -0.1% | -11.4% | -1.3 | ? | 8.1% | -41.4% | -4.5% | 11.4% | i
O=C1NC(=O)C(=Cc2cc(Cl)ccc2OCc2ccc(C(=O)O)cc2)C(=O)N1 | 1.0% | -6.7% | 0.2 | ? | -4.3% | -25.0% | 12.2% | 12.4% | i
CC1C2Cc3ccc(O)cc3[C@]1(C)CCN2CCc1ccccc1 (stereo not given in full) | 3.4% | 2.7% | 0.2 | 13.7% | -0.1% | -11.7% | -27.4% | 10.8% | i
CCOc1cc2c(cc1OCC)-n1cccc1C(c1ccc(F)c(OC)c1)NC2 (stereo not given) | 2.4% | -5.8% | -4.3 | -1.7% | -7.6% | -8.0% | -22.4% | 6.3% | i
O[C@@H]1CCCN2CCc3c([nH]c4ccccc34)[C@H]12 | 2.9% | -4.8% | 1.9 | -1.5% | -3.5% | -56.5% | 6.2% | 1.5% | i
COc1cccc(C2=NOC(C(=O)N3CCC4(CC3)OCCO4)C2)c1 (stereo not given) | 3.1% | ? | -1.5 | 17.5% | 2.6% | 2.3% | 16.1% | 7.3% | i
CCOc1ccc(CN(CCc2ccc3c(c2)OCO3)Cc2ccc(C)cc2)cc1 | 8.5% | 10.3% | . | ? | -1.5% | -36.0% | . | . | .
SMILES | Nrf2 activator | Nrf2 block | IL-2 act | TGFb SMAD3 inh | A549 tox | HepG2 tox | ATXN2 expr inh | EPAC2 ag | ATXN viability
Cc1nn(Cc2ccccc2)c(C)c1C(=O)OCC(=O)Nc1ccccc1SCC#N | 0.6% | 4.9% | -2.6 | 67.7%[activator] | 20.3% | -14.8% | 1.7% | 14.0% | i
COc1ccc(/C=C2\C(=N\O)C3CCN2CC3)cc1 | -0.7% | -5.1% | -0.9 | -14.8% | -2.5% | -10.8% | 17.6% | 2.9% | i
OC1(c2ccc(F)cc2)CCNC1 (stereo not given) | -0.2% | -9.5% | -2.1 | 2.0% | -2.0% | 5.9% | -8.5% | 2.6% | i
O=C1C2CCN(CC2)C12CC2c1ccc(C(F)(F)F)cc1 (stereo not given) | 0.3% | -4.0% | 3.7 | 41.7%[activator] | -5.2% | 57.0% | 4.6% | 5.6% | i
Cn1c(=O)oc2cc(S(=O)(=O)N3CCc4ccccc43)ccc21 | -1.0% | ? | 1.0 | -25.8% | 8.3% | -3.2% | -19.4% | 18.2% | i
N#C/C(=C\c1ccc([N+](=O)[O-])cc1)c1nc(C2CC2)cs1 | 3.1% | 6.4% | 17.3 | 65.7%[activator] | 1.1% | -22.3% | 15.7% | 12.5% | i
COCCCNC(=O)c1c(N)n(Cc2ccco2)c2nc3ccccc3nc12 | 3.7% | -5.2% | 0.0 | ? | 17.5% | -29.0% | -13.6% | 7.0% | .
CCC1(C)CC(CCNCc2ccc(N(C)C)cc2)(c2ccc(F)cc2)CCO1 (stereo not given) | 4.9% | 4.1% | -1.8 | ? | 11.5% | -75.3% | ? | 2.4% | ?
N#CC1c2ccccc2-n2nncc2CN1C(=O)c1ccccc1F (stereo not given) | -0.5% | . | -0.3 | -10.7% | . | -11.4% | 12.6% | 0.1% | i
COC(=O)C1=C(c2ccccc2OCc2ccccc2)C[C@@H]2CC[C@H]1N2C(=O)NCCN1CCOCC1 | 0.3% | -5.7% | -0.8 | -1.3% | -1.2% | -3.1% | 1.7% | -2.0% | i
COc1ccc(-n2nnnc2C(CCSC)N2CCC3(CC2)C(=O)NCN3c2ccccc2)cc1 (stereo not given) | 0.7% | . | 1.7 | ? | . | 1.5% | -11.7% | 8.8% | ?
O=C(NC(Cc1cnc[nH]1)C(=O)O)c1ccccc1 (stereo not given) | -0.6% | 5.8% | 2.1 | -1.7% | 1.7% | 8.6% | 4.6% | 2.0% | i
O=C(c1cc(F)ccc1F)C1CCCN(Cc2ccc3nonc3c2)C1 (stereo not given) | 2.2% | ? | -1.1 | 10.1% | 1.5% | -14.5% | -14.9% | 8.4% | i
COc1ccc(O)c(CN2CCCC(C(=O)c3sccc3C)C2)c1 (stereo not given) | 3.3% | -7.8% | 0.6 | 10.5% | -1.4% | -15.8% | -26.7% | 11.8% | i
CCCCCCn1c(O)c(C=NCCN2CCOCC2)c(=O)[nH]c1=O | -1.0% | ? | -2.7 | 0.6% | 8.5% | -45.0% | . | 6.0% | i
C=CCN1Cc2ccccc2-n2nncc2C1 | 2.7% | . | -0.5 | -9.9% | . | 10.8% | 6.9% | 5.5% | i
COc1ccc(/C=C2/C(=O)NC(=O)N(c3ccc(C)c(C)c3)C2=O)cc1CN1C(=O)c2ccccc2C1=O | 0.4% | 0.2% | -1.4 | -12.3% | 0.7% | -1.6% | -13.1% | 10.6% | i
COc1ccc(/C=C2/C(=O)NC(=O)N(c3ccccc3)C2=O)cc1CN1C(=O)c2ccccc2C1=O | 0.1% | -0.3% | -4.3 | -14.9% | -3.9% | 0.9% | -5.5% | 8.0% | i

One compound at a time, from the list above:
Entry for `COC(=O)C1=C(c2ccccc2OCc2ccccc2)C[C@@H]2CC[C@H]1N2C(=O)NCCN1CCOCC1` → Nrf2 activator = 0.3%; Nrf2 block = -5.7%; IL-2 act = -0.8; TGFb SMAD3 inh = -1.3%; A549 tox = -1.2%; HepG2 tox = -3.1%; ATXN2 expr inh = 1.7%; EPAC2 ag = -2.0%; ATXN viability = i
Entry for `O=C(c1cc(F)ccc1F)C1CCCN(Cc2ccc3nonc3c2)C1` (stereo not given) → Nrf2 activator = 2.2%; Nrf2 block = ?; IL-2 act = -1.1; TGFb SMAD3 inh = 10.1%; A549 tox = 1.5%; HepG2 tox = -14.5%; ATXN2 expr inh = -14.9%; EPAC2 ag = 8.4%; ATXN viability = i
